Screening results: PubChem, several laboratories
proCasp3 act: activators of human procaspase-3; actives 0.11% (n = 330,000); recombinant procaspase-3 D3A, Ac-DEVD-pNA absorbance 405 nm; activation, % at 8.5 µM;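 active = activation above the mean of all tested compounds plus 3 SD, cut at about 21% in these data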;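 also: 0% = DMSO alone and 100% = DMSO wells spiked with extra 5 µM PC-3 D3A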
Target sequence (P42574 whole entry D9A/D28A/D175A): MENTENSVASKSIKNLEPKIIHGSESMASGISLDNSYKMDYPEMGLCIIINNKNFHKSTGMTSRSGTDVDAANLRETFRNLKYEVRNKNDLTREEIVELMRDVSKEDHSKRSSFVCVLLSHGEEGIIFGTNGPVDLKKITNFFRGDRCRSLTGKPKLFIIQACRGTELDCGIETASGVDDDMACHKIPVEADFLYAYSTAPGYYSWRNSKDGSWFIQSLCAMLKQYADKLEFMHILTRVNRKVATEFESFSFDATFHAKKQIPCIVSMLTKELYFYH
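Assay system: Procaspase-3 D3A mutant, all three cleavage aspartates alanine. Buffer or medium: Zinc-free HEPES saline buffer with Triton X-100. Times: 1 h compound preincubation, 2 h substrate hydrolysis at 25 °C. Measured by: 405 nm absorbance of p-nitroaniline, reads at 0 and 120 min. Read-out basis: percent activation relative to control range. Replicates: singlicate.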
proCasp7 act: counter-screen for procaspase-3 activators: activators of human procaspase-7; P55210; recombinant procaspase-7, Ac-DEVD-pNA absorbance 405 nm; D23A/D198A/D206A triple mutant, cannot self-cleave; scale: DMSO 0, 5 µM enzyme 100; activation, % at 8.5 µM; actives 0.093% (n = 330,000);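 active = percent activation above the screen-wide mean plus 3 SD, cut at about 25% in these data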
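Test system: Procaspase-7 triple mutant (PC-7 D3A). Also added: Ac-DEVD-pNA substrate, 400 µM as added. Schedule: 1 h enzyme–compound preincubation and 2 h substrate reaction, both 25 °C. Signal: p-Nitroaniline absorbance at 405 nm, read at 0 and 120 min. Control set: low DMSO alone, high DMSO plus 5 µM PC-7.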
GRK2 inh: human GRK2 inhibition via aptamer displacement | bead flow cytometry, FAM-aptamer displacement from GRK2 | inhibition of aptamer binding, % at 10 µM | actives 0.59% (n = 330,000) | AID 488847;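 active = inhibition of aptamer binding above 40%, roughly 3 SD of noise, on plates passing a quality check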;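 also: median bead fluorescence of bound FAM aptamer so fluorescent compounds give negative values; no value below 0 was filed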
Target sequence (P25098 whole entry, looked up): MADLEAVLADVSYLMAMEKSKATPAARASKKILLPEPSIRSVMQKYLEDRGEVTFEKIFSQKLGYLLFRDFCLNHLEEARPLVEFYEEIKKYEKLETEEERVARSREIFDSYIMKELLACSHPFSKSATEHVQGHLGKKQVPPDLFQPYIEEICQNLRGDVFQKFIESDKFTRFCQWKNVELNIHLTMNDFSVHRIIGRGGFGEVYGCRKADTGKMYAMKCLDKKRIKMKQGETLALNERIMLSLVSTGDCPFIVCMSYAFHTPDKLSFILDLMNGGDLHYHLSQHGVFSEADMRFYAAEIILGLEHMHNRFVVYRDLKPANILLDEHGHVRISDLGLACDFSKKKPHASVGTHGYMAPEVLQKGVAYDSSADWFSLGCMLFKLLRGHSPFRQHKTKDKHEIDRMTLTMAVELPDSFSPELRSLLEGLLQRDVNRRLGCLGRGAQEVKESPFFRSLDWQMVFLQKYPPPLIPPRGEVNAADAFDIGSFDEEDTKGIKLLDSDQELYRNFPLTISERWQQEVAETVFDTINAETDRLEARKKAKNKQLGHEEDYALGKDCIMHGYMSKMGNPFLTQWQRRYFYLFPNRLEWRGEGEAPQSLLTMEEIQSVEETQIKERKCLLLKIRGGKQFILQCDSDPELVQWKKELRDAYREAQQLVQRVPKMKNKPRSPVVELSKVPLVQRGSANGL
* = called active by the depositor.

SMILES | proCasp3 act | proCasp7 act | GRK2 inh
Cc1ccc(S(=O)(=O)N2C[C@@H]3CCCC[C@@H]3[C@@H](C)[C@H]2CC(=O)c2ccccc2)cc1 | -1.0 | 9.3 | 0.0
CCN(CC)C(=O)[C@H]1C[C@H](CC(=O)NCCCN(C)C)C(=O)N2CCc3c([nH]c4cc(CCC(=O)N(C)C)ccc34)[C@]12C | 1.5 | 1.7 | 5.0
CC(C)N(C(=O)[C@H]1C[C@H](CC(=O)NCCC2=CCCCC2)C(=O)N2CCc3c([nH]c4cc(CCC(=O)N(C)C)ccc34)[C@]12C)C(C)C | -3.5 | -10.0 | 6.0
CCN(CC)C(=O)[C@H]1C[C@H](CC(=O)NCc2cccc(C(F)(F)F)c2)C(=O)N2CCc3c([nH]c4cc(CCC(=O)N(C)C)ccc34)[C@]12C | -2.4 | -2.7 | 0.0
O=C(Cn1cnc2c(NCc3ccccc3)ncnc21)NCCCN1CCCC1=O | 8.3 | 12.3 | 1.0
COc1ccccc1C1CC(=O)Oc2cc(OC)c(OC)c(OC)c21 (centres undefined) | -2.8 | 4.4 | 0.0
CC[C@]12c3[nH]c4cc(CCC(=O)N(C)C)ccc4c3CCN1C(=O)[C@@H](CC(=O)NC(C)(C)C)C[C@@H]2C(=O)N1CCN(C(=O)c2ccco2)CC1 | 5.0 | -5.6 | 0.0
COc1ccc(CN(CC(O)COCc2ccccc2)S(=O)(=O)c2ccccc2Br)cc1 (centres undefined) | -3.1 | 4.8 | 0.0
CC[C@H]1C(O)C[C@H]2CCN3C(=O)CCC[C@H]1[C@H]23 (some centres undefined) | 1.3 | 2.3 | 0.0
Cc1ccc(S(=O)(=O)N2C[C@@H]3[C@H]4CC[C@H](C4)[C@@H]3[C@@H](C)[C@H]2c2ccco2)cc1 | -10.9 | 1.6 | 0.0
CN(C)C(=O)CCc1ccc2c3c([nH]c2c1)[C@]1(C)[C@@H](C(=O)N2CCOCC2)C[C@H](CC(=O)NCCC2=CCCCC2)C(=O)N1CC3 | 0.6 | 4.9 | 1.0
CN[C@@H](C)C(=O)NC[C@H]1O[C@@H](n2cnc3c(N)ncnc32)[C@H](O)[C@@H]1O | 2.2 | 5.4 | 2.0
CCOC(=O)C1Oc2ccccc2C(C(=O)OC)=C1C(=O)OC (centres undefined) | -8.0 | 2.3 | 0.0
COc1cc(OC)c2c(c1)OC(=O)CC2c1cc(OC)c(OC)c(OC)c1 (centres undefined) | -9.0 | -4.5 | 0.0
COc1ccc(-c2noc(CCC(=O)N3CCN(c4ccccc4)CC3)n2)cc1 | -4.8 | 10.0 | 0.0
COC(=O)[C@@]1(Cc2ccccc2)[C@H]2C(=O)N(Cc3ccccc3)C(=O)[C@H]2[C@H]2CN=C(SCc3ccccc3)N21 | -7.0 | 1.3 | 1.0
CCOC(=O)CC[C@H](NC(=O)Cn1cnc(C(=O)Nc2ccc(C)c(C)c2)n1)C(=O)OCC | -0.4 | 4.8 | 3.0
O=C1OCCN1C(=O)[C@H]1[C@H](c2ccc([N+](=O)[O-])cc2)C(c2ccc(F)cc2)=NN1c1ccccc1 | -5.3 | -5.5 | 0.0
C[C@]12c3[nH]c4cc(-c5ccco5)ccc4c3CCN1C(=O)[C@@H](CC(=O)NCCCn1ccnc1)C[C@@H]2C(=O)N1CCOCC1 | 4.3 | 7.8 | 0.0
CC[C@]12c3[nH]c4cc(CCC(=O)N(C)C)ccc4c3CCN1C(=O)[C@@H](CC(=O)NCC13CC4CC(CC(C4)C1)C3)C[C@@H]2C(=O)N1CCN(C(=O)c2ccco2)CC1 | 3.7 | 9.8 | 0.0

A portion of the results above, as a working copy:
SMILES | proCasp3 act | proCasp7 act | GRK2 inh
Cc1ccc(S(=O)(=O)N2C[C@@H]3CCCC[C@@H]3[C@@H](C)[C@H]2CC(=O)c2ccccc2)cc1 | -1.0 | 9.3 | 0.0
CCN(CC)C(=O)[C@H]1C[C@H](CC(=O)NCCCN(C)C)C(=O)N2CCc3c([nH]c4cc(CCC(=O)N(C)C)ccc34)[C@]12C | 1.5 | 1.7 | 5.0
CC(C)N(C(=O)[C@H]1C[C@H](CC(=O)NCCC2=CCCCC2)C(=O)N2CCc3c([nH]c4cc(CCC(=O)N(C)C)ccc34)[C@]12C)C(C)C | -3.5 | -10.0 | 6.0
CCN(CC)C(=O)[C@H]1C[C@H](CC(=O)NCc2cccc(C(F)(F)F)c2)C(=O)N2CCc3c([nH]c4cc(CCC(=O)N(C)C)ccc34)[C@]12C | -2.4 | -2.7 | 0.0
O=C(Cn1cnc2c(NCc3ccccc3)ncnc21)NCCCN1CCCC1=O | 8.3 | 12.3 | 1.0
COc1ccccc1C1CC(=O)Oc2cc(OC)c(OC)c(OC)c21 (centres undefined) | -2.8 | 4.4 | 0.0
CC[C@]12c3[nH]c4cc(CCC(=O)N(C)C)ccc4c3CCN1C(=O)[C@@H](CC(=O)NC(C)(C)C)C[C@@H]2C(=O)N1CCN(C(=O)c2ccco2)CC1 | 5.0 | -5.6 | 0.0
COc1ccc(CN(CC(O)COCc2ccccc2)S(=O)(=O)c2ccccc2Br)cc1 (centres undefined) | -3.1 | 4.8 | 0.0

(cont.)
SMILES | proCasp3 act | proCasp7 act | GRK2 inh
C[C@@H]1C(c2ccccc2)=NN(c2ccc(Br)cc2)[C@H]1C(=O)N1CCOC1=O | 6.4 | 14.4 | 0.0
CCCN=C1N(C)C[C@@H]2[C@@H]3C(=O)N(C)C(=O)[C@@H]3[C@](C)(C(=O)OC)N12 | -0.8 | 2.8 | 0.0
C[C@]12CC[C@H](O)C[C@@H]1CC[C@@H]1[C@@H]2CC[C@@]2(C)[C@H]1CCC(=O)[C@]21CCCO1 | 0.6 | 14.4 | 3.0
COC(=O)[C@@]1(C)[C@H]2C(=O)N(C)C(=O)[C@H]2[C@H]2CN=C(SC)N21 | -1.3 | 2.0 | 0.0
CCOC(=O)C1=C(C)N(C[C@@H]2CC[C@@H](Cc3ccc(-c4ccccc4)cc3)O2)C(=O)NC1c1ccc(Cl)cc1 (some centres undefined) | 3.7 | 10.7 | 1.0
CC[C@]12c3[nH]c4cc(-c5ccco5)ccc4c3CCN1C(=O)[C@@H](CC(=O)NCCN1CCOCC1)C[C@@H]2C(=O)N1CCN(C(=O)C2CC2)CC1 | 5.2 | -18.2 | 4.0
O=C(C[C@H]1C[C@H](C(=O)N2CCOCC2)[C@@]2(CCC3CCCC3)c3[nH]c4cc(-c5ccco5)ccc4c3CCN2C1=O)NCCC1=CCCCC1 | -14.6 | -3.0 | 2.0
CCOC(=O)C1=CN(Cc2cccc(Br)c2)S(=O)(=O)N(C)C1C (centres undefined) | -2.4 | -0.8 | 0.0
COc1ccc(CN2C(CC(=O)Nc3cccnc3)c3ccc(C(F)(F)F)cc3S2(=O)=O)cc1 (centres undefined) | -3.0 | -2.0 | 2.0
COC(=O)/C=C/c1cccc([C@H]2[C@@H]3C=CC[C@@H](C)[C@@H]3C(=O)N2Cc2ccccc2)c1 | -0.6 | -5.9 | 0.0
Cc1ccc(S(=O)(=O)N2C[C@@H]3CCCC[C@@H]3[C@@H](C)[C@H]2c2cn(Cc3ccccc3)c3ccc(F)cc23)cc1 | -2.4 | 6.0 | 3.0
CCOC(=O)C1=C(C)N(C[C@@H]2CC[C@@H](Cc3ccc(-c4ccccc4)cc3)O2)C(=O)NC1c1ccc(-c2ccccc2)cc1 (some centres undefined) | -2.7 | 1.0 | 0.0
COCCCNC(=O)C[C@H]1C[C@H](C(=O)N2CCCCC2)[C@@]2(C)c3[nH]c4cc(-c5ccco5)ccc4c3CCN2C1=O | 2.8 | -18.8 | 0.0
CC[C@]12c3[nH]c4cc(-c5ccco5)ccc4c3CCN1C(=O)[C@@H](CC(=O)NCc1ccc(OC)c(OC)c1)C[C@@H]2C(=O)N1CCN(C(=O)C2CC2)CC1 | -3.1 | -6.5 | 0.0
CC(C)[C@H]1COCCS(=O)(=O)N1Cc1ccccc1-c1ccccc1 | 2.8 | 4.0 | 0.0
CCC(NC(=O)CC[C@H]1O[C@@H](n2cc(C)c(=O)[nH]c2=O)C[C@@H]1O)c1ccccc1 (some centres undefined) | -1.2 | -8.3 | 0.0
Cc1cc2c(c(C)c1Br)C(c1ccc3c(c1)OCO3)CC(=O)O2 (centres undefined) | 4.1 | -1.9 | 3.0
CC[C@]12c3[nH]c4cc(CCC(=O)N(C)C)ccc4c3CCN1C(=O)[C@@H](CC(=O)NCc1ccco1)C[C@@H]2C(=O)N1CCN(C(=O)c2ccco2)CC1 | 2.5 | -1.6 | 4.0
CC(C)[C@@H](CO)NS(=O)(=O)c1ccc(Br)cc1F | 1.1 | -3.6 | 0.0
CCOC(=O)c1ccc(N[C@@H]2CCN3C(=O)c4ccccc4[C@@H]3C[C@H]2O)cc1 | 2.8 | 2.1 | 0.0
COc1ccc2[nH]c3c(c2c1)CCN1C(=O)C(CC(=O)NCCC2=CCCCC2)C[C@H](C(=O)N2CCCCC2)[C@@]31C (some centres undefined) | 0.7 | -10.0 | 0.0
C[C@@H]1[C@H]2[C@@H]3CC[C@@H](C3)[C@H]2CN[C@H]1c1cn(Cc2ccccc2)c2ccccc12 | -6.3 | -7.9 | 0.0
CCCN1C(C)C(C(=O)OCC)=CN(Cc2cccc(I)c2)S1(=O)=O (centres undefined) | 2.2 | -0.6 | 4.0
O=S1(=O)[C@H]2C[C@H](CO)O[C@@]2(CO)CN1Cc1ccc(-c2ccc(F)cc2)cc1 | 7.7 | -7.6 | 2.0
COc1ccc(C2CC(c3ccc(Cl)cc3)=NN2c2ccc(S(N)(=O)=O)cc2)cc1 (centres undefined) | 33.1* | 8.5 | 0.0
COc1ccc(-c2noc(CCC(=O)N3CCN(c4cccc(OC)c4)CC3)n2)cc1 | 5.8 | -2.0 | 0.0
O=C(C[C@H]1C[C@H](C(=O)N2CCOCC2)[C@@]2(CCC3CCCC3)c3[nH]c4ccc(Cl)cc4c3CCN2C1=O)NCCN1CCOCC1 | 5.1 | 2.6 | 0.0
CCOC(=O)C1=C(C)c2ccccc2OC1(CC)C(=O)OCC (centres undefined) | -2.3 | -7.9 | 3.0
C[C@@H]1CC=C[C@@H]2[C@H]1C(=O)N(Cc1ccccc1)[C@H]2c1cccc(C#Cc2ccccc2)c1 | 5.0 | 13.8 | 0.0
CC[C@]1(C(=O)OC)[C@H]2C(=O)N(C)C(=O)[C@H]2[C@H]2CN(C)C(=NC3CCCCC3)N21 | 4.2 | 0.3 | 19.0
CC[C@]12c3[nH]c4cc(CCC(=O)N(C)C)ccc4c3CCN1C(=O)[C@@H](CC(=O)NCC13CC4CC(CC(C4)C1)C3)C[C@@H]2C(=O)N1CCN(C(=O)C2CC2)CC1 | 0.0 | -3.0 | 0.0
O=C1N[C@H]2CC=C[C@H]2Nc2ccccc21 | -6.1 | -16.1 | 4.0
CC[C@]12c3[nH]c4cc(CCC(=O)N(C)C)ccc4c3CCN1C(=O)[C@@H](CC(=O)NC/C=C(\C)CCC=C(C)C)C[C@@H]2C(=O)N1CCN(C(=O)c2ccco2)CC1 | 6.4 | 11.4 | 0.0
CCOC(=O)C1=CN(CC)S(=O)(=O)NC1c1ccccc1 (centres undefined) | -2.7 | -4.0 | 0.0
COc1ccc(-c2cccc(-c3cc(=O)oc4cc(OC)cc(OC)c34)c2)cc1 | 7.7 | 1.0 | 5.0
Cc1cc(C)c(CN2CCN(C(=O)Cn3cnc(C(=O)Nc4ccc(C)c(C)c4)n3)CC2)c(C)c1 | -5.5 | 0.7 | 5.0
COC(=O)[C@@]1(C)[C@H]2C(=O)N(Cc3ccccc3)C(=O)[C@H]2[C@H]2CN=C(SCC3CC3)N21 | -0.8 | 2.0 | 0.0
CCCCNS(=O)(=O)CCNCc1ccc(OC)cc1 | 8.1 | -1.8 | 1.0
CN(C)C(=O)CCc1ccc2c3c([nH]c2c1)[C@]1(C)[C@@H](C(=O)N2CCCCC2)C[C@H](CC(=O)NCC24CC5CC(CC(C5)C2)C4)C(=O)N1CC3 | 3.6 | 5.3 | 0.0
Cc1ccc(CC(NC(=O)c2ccc(C)cc2)C(=O)O)cc1 (centres undefined) | 3.2 | 2.7 | 1.0
C[C@]12c3[nH]c4ccc(Cl)cc4c3CCN1C(=O)[C@@H](CC(=O)NCc1cccc(C(F)(F)F)c1)C[C@@H]2C(=O)N1CCCCC1 | -0.1 | 11.2 | 0.0
C=CCC1CCCC(=O)N2CCCC12 (centres undefined) | 3.0 | 7.1 | 2.0
C[C@]12c3[nH]c4cc(-c5ccco5)ccc4c3CCN1C(=O)[C@@H](CC(=O)NCCN1CCOCC1)C[C@@H]2C(=O)N1CCOCC1 | -3.0 | 3.4 | 0.0
CC(C)=CCC/C(C)=C/CNC(=O)C[C@H]1C[C@H](C(=O)N2CCCCC2)[C@@]2(CCc3ccccc3)c3[nH]c4ccc(Cl)cc4c3CCN2C1=O | -2.3 | 8.3 | 0.0

Some of the compounds tested, so the mix of outcomes need not match the whole.
